ARFGAP1 inhibitor = inhibits rat ARF GTPase activating protein 1. inhibition, % at 16.5 µM. AID 651572. Arfgap1-stimulated ARF1 GTP hydrolysis, GDP FP detection. 360,000 tested, 0.26% active;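 active = inhibition above a per-plate limit, mean inhibition of low control wells plus 3 SD, cut at about 25% in these data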;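 also: 0% = DMSO wells with enzyme and 100% = wells lacking Arfgap1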
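Material: truncated rat Arfgap1 GAP domain; Incubation: compound-enzyme preincubation 20 min, reaction 120 min, detection 60 min, 25 °C; Read-out: percent inhibition of Arfgap1-stimulated GTP hydrolysis; Technique: FP, GDP Alexa 633 tracer displaced from anti-GDP antibody, 620/688 nm; Controls: No-Arfgap1 wells (100%) versus DMSO full-reaction wells (0%); Replication: single well per compound.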
NPR2 activator = GC-B (human) receptor activation; HEK293-GC-B cells, CNP EC30, cGMP TR-FRET; 0% at EC30 CNP, 100% saturating CNP; P20594; activation, % at 10 µM; 370,000 tested, 0.11% active; AID 1920062;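 active = activation at 10 µM reaching about 35% in either raw or pattern-adjusted values, limit read from the data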
Target sequence (P20594 whole entry, looked up): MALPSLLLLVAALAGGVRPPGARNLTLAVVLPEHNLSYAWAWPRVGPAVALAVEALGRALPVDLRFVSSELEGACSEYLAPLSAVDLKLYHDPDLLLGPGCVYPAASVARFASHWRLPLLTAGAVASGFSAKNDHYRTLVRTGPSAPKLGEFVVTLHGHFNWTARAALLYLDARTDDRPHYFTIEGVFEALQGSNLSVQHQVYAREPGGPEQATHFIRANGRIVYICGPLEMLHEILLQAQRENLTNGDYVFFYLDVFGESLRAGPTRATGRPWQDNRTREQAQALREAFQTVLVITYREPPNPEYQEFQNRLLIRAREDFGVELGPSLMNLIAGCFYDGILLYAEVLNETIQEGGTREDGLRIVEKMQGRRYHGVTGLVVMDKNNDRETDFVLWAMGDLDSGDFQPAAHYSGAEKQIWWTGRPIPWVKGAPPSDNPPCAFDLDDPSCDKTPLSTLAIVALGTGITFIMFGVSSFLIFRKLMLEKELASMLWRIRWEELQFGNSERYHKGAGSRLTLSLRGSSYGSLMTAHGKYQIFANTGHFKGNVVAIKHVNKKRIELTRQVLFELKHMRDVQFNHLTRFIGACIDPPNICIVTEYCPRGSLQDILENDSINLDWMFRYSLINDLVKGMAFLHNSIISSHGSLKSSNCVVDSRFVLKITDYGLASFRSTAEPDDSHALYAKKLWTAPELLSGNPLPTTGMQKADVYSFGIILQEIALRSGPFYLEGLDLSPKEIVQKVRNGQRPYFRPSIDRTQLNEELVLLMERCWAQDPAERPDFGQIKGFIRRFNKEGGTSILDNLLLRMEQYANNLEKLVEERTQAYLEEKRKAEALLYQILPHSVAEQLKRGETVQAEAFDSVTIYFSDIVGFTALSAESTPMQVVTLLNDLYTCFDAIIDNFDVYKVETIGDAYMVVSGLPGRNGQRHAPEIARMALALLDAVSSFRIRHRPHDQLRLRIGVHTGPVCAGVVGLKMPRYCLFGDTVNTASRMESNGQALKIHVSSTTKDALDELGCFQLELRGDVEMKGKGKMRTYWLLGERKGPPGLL
DDE Tn6 FP inh = inhibitors of Tn6 peptide binding to human fibrin DD(E); inhibition, % at 8.3 µM; 370,000 tested, 0.21% active; P02675; Fibrin DD(E) TRITC-Tn6 fluorescence polarization displacement;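 active = inhibition above a per-campaign cutoff: mean of compounds within control limits plus 3 SD, cut at about 15% in these data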;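 also: 0% = median of all compound wells on the plate and 100% = blocking peptide control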
GC-A act = GC-A (human) enzyme activation; HEK293 GC-A cells, cGMP TR-FRET, EC30 ANP; 0% at EC30 ANP, 100% saturating ANP; activation, % at 10 µM; 370,000 tested, 0.14% active; P16066; in the data active = activation above about 40%
FXN GAA850 act = increases GAA850 frataxin promoter reporter activity. HEK293 lucGAA850 FXN promoter luciferase reporter, 24 h; percent of 10 µM SAHA response. activation, % at 6 µM. 360,000 tested, 0.56% active. AID 540364;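 active = activation above the average of all compounds screened plus 3 SD, cutoff fixed separately per campaign, cut at about 7.5% in these data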;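 also: 0% = DMSO wells and 100% = 10 µM SAHA wells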
rCAG RNA binder = r(CAG) repeat RNA binding; TO-PRO-1 dye displacement fluorescence; inhibition, % at 3 µM; 370,000 tested, 1.3% active; AID 651821;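 active = inhibition above the plate cutoff, the mean of all test compounds on that plate plus 3 SD, cut at about 35% in these data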;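 also: 0% = DMSO alone and 100% = 100 µM mitoxantrone as full dye displacement; higher means more dye released from RNA so lower well fluorescence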
ADAM10 inh = inhibits human ADAM10 | O14672 | recombinant ADAM10, EDANS/DABCYL FRET peptide cleavage, 3 h | inhibition, % at 7 µM | 370,000 tested, 0.62% active;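 active = inhibition above a per-campaign cutoff equal to the mean of compounds falling between control-based bounds plus 3 SD, cut at about 20% in these data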;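 also: 0% = DMSO wells while the 100% control is not disclosed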
KLK7 zymogen act = proKLK7 (human) activation, primary screen. P49862. 370,000 tested, 0.9% active. purified proKLK7, EDANS-DABCYL substrate fluorescence; 100% is mature enzyme control, 0% vehicle. activation, % at 7 µM. AID 652039;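 active = activation above the mean of all tested compounds plus 3 SD, computed per campaign excluding outliers beyond control limits, cut at about 13% in these data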
ASAP1 inh = inhibitors of human ASAP1 ArfGAP activity | ASAP1-stimulated ARF1 GTP hydrolysis, GDP FP detection | inhibition, % at 16.5 µM | 360,000 tested, 0.19% active | AID 624377; in the data active = inhibition above about 25%;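 also: 0% = vehicle with enzyme and substrate and 100% = no enzyme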
sPLA2-III inh = Inhibits HGIII-sPLA2 liposome hydrolysis, primary screen | QFRET BODIPY PC-A2 liposome hydrolysis, fluorescence | Q9NZ20 | AID 743126 | 370,000 tested, 0.56% active | inhibition, % at 12.2 µM;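 active = inhibition above mean plus 3 SD of compounds lying within the high and low control bounds, cut at about 19% in these data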;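 also: 0% = median of test compound wells and 100% = no enzyme DMSO wells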
* hit, by the source's call; i = inactive; · = not tested or not shown.

Screens in order: ARFGAP1 inhibitor	NPR2 activator	DDE Tn6 FP inh	GC-A act	FXN GAA850 act	rCAG RNA binder	ADAM10 inh	KLK7 zymogen act	ASAP1 inh	sPLA2-III inh
- c1ccc(C2Nc3ccccc3-c3nc4ccccc4n32)cc1 (configuration not stated)
 : 1	18	-4	14	6.4	1	i	66*	-6	6
- O=C(O)C1CC=CCC1C(=O)N1CCc2ccccc21 (configuration not stated)
 : 4	7	3	-2	-1.5	3	5	-0.2	-12	3
- CC(CNS(=O)(=O)c1cc(Cl)ccc1Cl)CN(C)C (configuration not stated)
 : 2	6	1	2	2.1	-1	0	0.2	9	1
- Cc1ccccc1C(=O)NCC(=O)NCC1(N2CCOCC2)CCCCC1
 : 2	0	5	3	0.4	-5	-4	0.2	-4	8
- Cc1cccc(N(CC(=O)NCC2CCCO2)C(=O)CCC(=O)Nc2cc(C)on2)c1 (configuration not stated)
 : 4	-3	-6	-2	0.9	-2	1	0.1	-5	5
- CCOc1ccc(CNC(=O)c2nnc(CS(=O)(=O)c3ccccc3)o2)cc1OC
 : 8	-4	-7	1	0.1	9	10	1.0	3	-16
- COc1ccccc1NC(=O)c1ccc2c(c1)CCN2S(C)(=O)=O
 : 7	0	-1	-3	1.6	0	-5	0.3	14	9
- CN(C)CCCN(Cc1ccccc1)C(=S)Nc1ccc(F)c(Cl)c1
 : -3	-8	-5	-12	1.3	-5	-3	0.6	5	-2
- Cc1cccc(CSc2nnc(-c3ccco3)o2)c1
 : 2	-5	-1	1	3.1	-4	-3	-0.6	-7	-2
- Cn1c(=O)c2c(nc(NCCCO)n2Cc2cccc(C(F)(F)F)c2)n(C)c1=O
 : 5	2	-11	1	-2.5	-4	-1	-0.4	-4	12
- O=C(COc1ccccc1F)OCC(=O)N1CCc2ccccc21
 : -6	-6	-6	-2	2.1	-3	-2	-0.5	-4	6
- COc1cccc(CNC(=O)C2CCN(S(=O)(=O)N3CCC(C)CC3)CC2)c1
 : 7	6	-6	0	-3.2	-6	0	-0.1	16	2
- O=C(CCn1nnc2ccccc2c1=O)N[C@H](C(=O)O)c1ccccc1
 : -3	3	3	3	-1.3	3	-3	0.5	-7	4
- CCc1ccc(NC(=O)C2CCN(c3ncnc4c3nc3n4CCCCC3)CC2)cc1
 : 1	0	-7	1	0.1	-2	-1	0.0	8	-1
- Cc1cc(C)cc(NC(=O)Cn2nnc(C(=O)NCCc3ccccc3)c2N)c1
 : -5	16	-2	2	-0.5	-28	-7	-0.3	6	8
- COc1cccc(OC)c1OCCNCC1CSc2ccccc2O1 (configuration not stated)
 : 10	-10	9	-13	-1.0	0	-11	-0.3	8	1
- CC(=O)c1cccc(NC(=O)COc2nsnc2N2CCOCC2)c1
 : -4	1	-2	-2	-0.2	-2	-2	-0.3	-8	4
- COc1ccccc1C(CNC(=O)c1cccc(NS(=O)(=O)c2ccc(C)c(F)c2)c1)N1CCCC1 (configuration not stated)
 : -3	3	-5	-3	-4.8	-2	-19	0.1	0	-11
- COc1ccc(NC(=O)CN2C(=O)COc3ccc(S(=O)(=O)N4CCCCC4)cc32)c(OC)c1
 : -5	5	7	1	0.4	-4	8	-0.1	-8	-2
- CSCCC1NC(=O)N(CC(=O)Nc2ccc(N3CCCCC3)cc2)C1=O (configuration not stated)
 : 6	8	-8	-4	-1.3	-3	-2	-0.5	0	-3
- O=Nc1c(-c2ccccc2)cc2ccccn12
 : -9	-8	-1	-13	0.0	2	3	-0.3	8	1
- CC(=O)Nc1c(Cl)cc(Cl)c2c1Cc1cc(Cl)ccc1-2
 : -7	-3	2	-5	1.3	6	-6	0.7	4	-7
- Cc1nc2oc3c(=O)[nH]cnc3c2c2c1COC(C)(C)C2
 : 5	2	10	2	2.1	1	-24	0.4	5	2
- Cc1cc(S(=O)(=O)N2CCC(N3CCCCC3)CC2)ccc1-n1cnnn1
 : 7	1	-5	-4	1.0	2	5	-0.3	-14	8
- O=C(CS(=O)(=O)c1ccc2ccccc2c1)N1CCCCCC1
 : -2	-1	8	0	0.5	-4	9	-0.6	-16	-12
- Cc1nc(CCNC(=O)c2cccs2)cs1
 : 9	-2	4	-3	2.1	-3	0	0.4	-10	17
- Cc1nc2ccccc2c(=O)n1/N=C/c1ccc(OC(F)F)cc1
 : 1	7	-4	-4	3.5	6	-3	-0.1	12	4
- COc1ccc(C2(O)CCN(C(=O)NC3CCCCC3)CC2)cc1
 : 11	-1	1	2	1.3	-6	-7	-0.5	1	-2
- COC(=O)Nc1nc2ccc(Br)cc2s1
 : -13	1	-8	-2	5.2	2	-7	-0.1	8	1
- Cc1ccc(C(=O)Nc2ccccc2C(=O)NCc2ccco2)cc1S(=O)(=O)N1CCCCC1
 : -4	6	-4	0	-1.1	17	25*	-0.6	-11	-34
- Cc1cccc(C)c1NC(=O)CN(C)C(=O)c1cccc(S(=O)(=O)N2CCN(c3ccccc3)CC2)c1
 : 6	1	0	3	-2.0	1	3	-0.3	13	-15
- O=C(c1cccc([N+](=O)[O-])c1)c1ccc2c(c1)OCCOCCOCCO2
 : 5	3	0	3	0.7	0	4	-0.2	5	0
- CNC(=O)[C@@]1(Cc2ccccc2)C=C[C@@H](C)N1C(C)=O
 : 3	3	2	-2	0.4	3	6	0.1	-1	8
- c1ccc(COc2cccc(-c3cc4nc(NCc5cccs5)ccn4n3)c2)cc1
 : -6	-10	12	-10	2.5	9	-82	-32	-6	-14
- COCCNC(=O)C(=O)Nc1cc2c3c(c1)CC(=O)N3CCC2
 : -2	2	14	1	1.0	5	-5	-0.1	-7	2
- CC(=O)N/C(=C\c1ccccc1)C(=O)Nc1ccc(O)cc1
 : 4	1	10	-1	2.1	3	4	1.6	-1	-2
- Cc1ccc(Cl)cc1N(CC(=O)NCc1ccc2c(c1)OCO2)S(C)(=O)=O
 : -3	0	2	0	-1.4	-4	7	0.3	2	2
- Cc1ccc(C(=O)NNC(=O)C2CC2)cc1Br
 : -3	3	4	0	0.9	1	-12	0.0	10	-4
- Cc1ccc(NC(=O)c2ccc(=O)[nH]n2)cc1C
 : 6	1	-2	-1	2.5	1	-12	-0.8	0	-21
- O=C(CSc1ccccc1F)NCCN1C(=O)CSC1=O
 : 3	1	4	0	-1.0	0	-4	-0.3	1	8
- O=S(=O)(c1ccccc1)N(CC1CO1)c1ccccc1 (configuration not stated)
 : -2	0	9	-3	1.8	1	1	-0.2	-6	4
- O=C(NCC1COc2ccccc2O1)c1ccc(NC(=O)c2cccc(F)c2)cc1 (configuration not stated)
 : ·	-6	1	3	·	2	0	0.1	·	-3
- Nc1c(Cl)cc(-c2csc(NC(CO)c3nc4ccccc4n3CCOCCO)n2)cc1Cl (configuration not stated)
 : -4	-2	0	-4	5.6	21	6	0.2	1	-24
- Cn1c(SCc2cnc(-c3ccccc3)s2)nnc1C1COc2ccccc2O1 (configuration not stated)
 : 9	0	4	-4	0.6	-2	-3	0.0	-1	-5
- CC(Nc1cc(=O)n(C)c(=O)n1C)c1ccccc1 (configuration not stated)
 : -8	1	1	2	1.1	1	7	-0.4	-5	-1
- CCCCSc1c(C)c2cc3c(cc2[nH]c1=O)OCO3
 : 4	2	0	5	-0.1	3	-99	0.4	-9	6
- CC(Sc1nncs1)C(=O)Nc1ccc2c(c1)OCO2 (configuration not stated)
 : -5	1	-4	2	-0.7	4	0	0.6	10	-1
- CCCCCCC(=O)Nc1ccc(Cl)cn1
 : 2	-5	5	3	2.4	0	4	-0.3	-6	6
- CCn1c(SCC(=O)N/N=C/C=C/c2ccccc2[N+](=O)[O-])nnc1-c1ccc(Cl)cc1
 : 6	-10	-4	-12	·	-1	-3	0.1	-8	-2
- CCCCCOc1ccc(Cn2ccnc2)cc1[N+](=O)[O-]
 : 3	-2	5	-1	3.7	-7	-1	0.4	-1	-18

More compounds follow:
Screens in order: ARFGAP1 inhibitor	NPR2 activator	DDE Tn6 FP inh	GC-A act	FXN GAA850 act	rCAG RNA binder	ADAM10 inh	KLK7 zymogen act	ASAP1 inh	sPLA2-III inh
- COc1ccc([C@H]2C(C#N)=C([S-])N[C@](C)(O)[C@@H]2[n+]2ccccc2)cc1
 : 13	4	-3	2	-0.6	10	-23	1.1	7	-6
- CCN(CC)S(=O)(=O)c1cccc(C(=O)Nc2ccc(C#N)cc2)c1
 : 6	0	-3	3	-0.4	2	4	-0.4	-3	-16
- CC(=O)c1cc2c(cc1NC(=O)c1c(-c3ccccc3)noc1C)OCO2
 : 5	-6	-5	-2	1.8	-1	5	0.1	-10	-1
- CCOC(=O)Cn1ncc2c(=O)oc3ccccc3c21
 : 4	-5	1	3	2.3	1	-1	-0.7	1	8
- Fc1ccc(N/N=C(/c2ccccc2)c2ccccn2)cc1
 : 5	3	-2	0	0.6	1	5	0.7	3	2
- O=C(NCCCN1CCCC1)c1ccc2c(c1)N(Cc1ccccc1F)C(=O)c1ccccc1S2=O (configuration not stated)
 : -2	2	9	2	-0.2	6	0	-0.3	-5	1
- CCOc1ccc(NC(=O)C2CC(=O)N(c3cc(C)cc(C)c3)C2)cc1 (configuration not stated)
 : -5	7	2	6	-3.4	1	0	0.3	0	-9

Some of the entries so far, with tabs.
Molecule	ARFGAP1 inhibitor	NPR2 activator	DDE Tn6 FP inh	GC-A act	FXN GAA850 act	rCAG RNA binder	ADAM10 inh	KLK7 zymogen act	ASAP1 inh	sPLA2-III inh
Fc1ccc(N/N=C(/c2ccccc2)c2ccccn2)cc1	5	3	-2	0	0.6	1	5	0.7	3	2
CC(=O)c1cc2c(cc1NC(=O)c1c(-c3ccccc3)noc1C)OCO2	5	-6	-5	-2	1.8	-1	5	0.1	-10	-1

This is a random part of the collection; about 4.5% have a hit in one of these screens.
